Bioassay records as filed in PubChem.
CHRM4 PAM = positive allosteric modulators of human muscarinic M4 receptor | P08173 | CHO-K1 hM4/Gqi5, Fluo-8 calcium fluorescence, ACh EC20; 0% = ACh EC20, 100% = maximal ACh | activation, % at 3 µM | 0.4% of 360,000 active | AID 624126;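 active = activation above its plate's cutoff, the mean activation of sample wells plus 3 SD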; note: some results filed as inactive read as strong as hits
Target sequence (P08173 whole entry, looked up): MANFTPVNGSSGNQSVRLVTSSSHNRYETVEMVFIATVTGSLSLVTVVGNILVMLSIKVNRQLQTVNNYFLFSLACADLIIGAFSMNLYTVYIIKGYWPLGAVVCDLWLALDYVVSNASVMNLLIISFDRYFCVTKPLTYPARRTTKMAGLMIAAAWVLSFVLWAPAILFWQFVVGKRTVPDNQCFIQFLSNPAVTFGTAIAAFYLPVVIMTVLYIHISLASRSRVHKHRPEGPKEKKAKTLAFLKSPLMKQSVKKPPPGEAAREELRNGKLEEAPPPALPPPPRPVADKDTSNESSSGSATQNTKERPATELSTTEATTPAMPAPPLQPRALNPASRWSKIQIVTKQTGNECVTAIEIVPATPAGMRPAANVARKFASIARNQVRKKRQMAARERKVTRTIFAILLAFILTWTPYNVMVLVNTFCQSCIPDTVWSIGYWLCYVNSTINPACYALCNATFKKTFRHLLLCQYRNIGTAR
p-CIP stab down = compounds decreasing mouse p/CIP protein stability. Q05BA5. F442A p/CIP-EGFP cells, EGFP fluorescence, 16 h. decrease of EGFP signal, % at 10 µM. 0.01% of 290,000 active. AID 1984;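 active = EGFP signal decrease of at least 30% at 10 µM or well 3 SD below plate mean, unless failing retest; inactive = the rest, including hits failing retest or dose response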; note: some compounds called inactive have numbers as strong as hits; many of its hits are not listed in these tables
MEKK3 PB1 HTS = raises or lowers MEK5 binding to the human MEKK3 PB1 domain. 1.4% of 290,000 active. binding response (% of control), % at 10 µM. AID 1529. bead-based flow cytometry, Alexa488-MEK5 binding to MEKK3; actives lie on both sides; 0 = blocked by unlabeled MEK5, 100 = vehicle;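 active = binding response more than 3 SD above or below the average of its plate-row segment, actives on both sides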;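 note: Alexa488 bead fluorescence after subtracting the streptavidin-only scavenger bead signal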
IDE act = IDE (human) activation, cell-based; P14735; HEK cells, FAbeta-B cleavage, fluorescence polarization; 0% vehicle, 100% cell-free pure enzyme wells; activation, % at 5.96 µM; 0.073% of 340,000 active; AID 493087;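 active = activation above the mean of all tested compounds plus 3 SD, set per screening campaign, cut at about 17% in these data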
PHOSPHO1 inh = inhibitors of human PHOSPHO1 phosphatase | Q8TCT1 | recombinant PHOSPHO1, absorbance phosphatase assay | inhibition, % at 13.3 µM | 1.1% of 290,000 active | AID 1565; in the data active = inhibition above about 60%
IDE cell inh = inhibits human insulin-degrading enzyme in HEK cells; inhibition, % at 5.59 µM; 0.41% of 320,000 active; FAbetaB cleavage, fluorescence polarization;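 active = percent inhibition above the average of all tested compounds plus 3 SD, set per screening campaign, cut at about 16% in these data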;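 note: IDE supplied by intact live HEK cells; FP after avidin binding of uncleaved biotin substrate so inhibition keeps polarization high; 0% = DMSO wells and 100% = 60 µM reference IDE inhibitor Ii1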
GalR3 antagonist = antagonists of human GalR3; HEK293 GalR3-CNG cAMP membrane potential fluorescence; galR3 body fused to GalR1 C-terminus; inhibition, % at 3 µM; 0.44% of 360,000 active; AID 651719;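 active = inhibition above the screen-wide average plus 3 SD, cut at about 13% in these data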;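 note: forskolin and galanin both at EC90 stimulate the cells; cAMP rise reported by CNG channel membrane potential dye signal; 0% = forskolin plus galanin with DMSO and 100% = forskolin alone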
Target sequence (O60755 1-299 limits assumed): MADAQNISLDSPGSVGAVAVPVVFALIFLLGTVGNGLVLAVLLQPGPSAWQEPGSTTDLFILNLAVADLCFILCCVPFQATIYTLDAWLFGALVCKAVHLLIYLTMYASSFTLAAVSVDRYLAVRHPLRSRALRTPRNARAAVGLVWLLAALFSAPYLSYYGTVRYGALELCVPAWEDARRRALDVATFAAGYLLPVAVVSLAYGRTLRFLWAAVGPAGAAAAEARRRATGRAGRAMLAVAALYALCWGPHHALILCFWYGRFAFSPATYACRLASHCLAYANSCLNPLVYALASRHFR
CRFR2-BP ag = CRF-BP/CRF-R2 complex agonism. HEK293 CRF-R2/CRF-BP, calcium dye fluorescence (FLIPR); percent of saturating CRF peptide response. activation, % at 13.2 µM. 0.46% of 350,000 active. AID 588473;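 active = activation of at least 50%, plus an integration ratio under a set limit after plate pattern correction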;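 note: plate controls were neutral control wells without compound for no effect and CRF at EC100 for full effect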
CRFBP-R2 block = antagonists of CRF-binding protein/CRF-R2 receptor complex; HEK293 CRF-R2/CRF-BP, CRF-induced calcium fluorescence; inhibition, % at 11.8 µM; 0.59% of 350,000 active;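 active = inhibition of the ligand-induced calcium signal above about 50% at the single tested concentration, limit read from the data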
An asterisk follows results filed as active; · = not tested or not shown.

compound	CHRM4 PAM	p-CIP stab down	MEKK3 PB1 HTS	IDE act	PHOSPHO1 inh	IDE cell inh	GalR3 antagonist	CRFR2-BP ag	CRFBP-R2 block
COc1ccc(CCN(C)Cc2nc(Cc3ccc(OC)c(OC)c3)no2)cc1OC	4	1	98	6	1	3	8	-1.7	2
COc1ccccc1-n1cnc2cc(C(=O)NCCCN3CCOCC3)ccc21	-1	-2	104	1	42	6	0	1.2	-2
O=[N+]([O-])c1ccc(-c2csc(COc3ccccc3)n2)cc1	2	·	·	·	·	·	-1	11	-9
C=CCC[C@H](Cc1ccc(F)cc1)C(=O)OC[C@H](Cc1c[nH]c2ccccc12)NC(=O)[C@@H](CC=C)CC(=O)N[C@@H](CO)Cc1ccccc1	6	·	·	6	·	2	-6	-0.8	21
O=C1NC(c2ccc(Br)cc2)Nc2sc3c(c21)CCC3 (configuration not stated)	-5	-4	96	-4	-57	6	-6	7.2	-30
O=C(NN=C1CCCCCC1)c1cn(-c2ccccc2)nc1-c1ccccc1	3	2	111	6	-11	-1	2	-3.1	5
COc1ccccc1C(=O)NCC(c1cccs1)N1CCc2ccccc21 (configuration not stated)	-1	·	·	2	·	2	-1	-1.2	15
N#CC(c1cccc(Cl)c1)c1ncc(C(F)(F)F)cc1Cl (configuration not stated)	8	-11	96	5	12	3	-3	2.0	9
Cn1nccc1C(=O)Oc1cccc(/C=N/NC(=O)c2ccccc2O)c1	0	8	101	4	-4	3	3	-0.2	2
CC(=O)N1CCOc2cc(S(=O)(=O)NC(C)c3ccccc3)c(Cl)cc21 (configuration not stated)	2	3	102	4	-4	4	·	8.9	-24
CCn1nc(C(=O)OCC(=O)N(CCC#N)c2ccccc2)c2ccccc2c1=O	5	·	·	5	·	3	-3	0.3	-9
CS(=O)(=O)N(CCc1ccccc1)CC(=O)NCc1ccncc1	-10	-1	87	0	-9	-3	0	-0.2	14
Cc1cc(NC(=O)c2ccc(C)c(C)c2)no1	3	14	106	-1	13	2	-10	-0.7	-7
CCCC(=O)N1CCN(c2ccc(NC(=O)C(C)(C)C)cc2)CC1	-1	1	92	8	14	3	-3	0.0	0
Cc1ccccc1OCC1Cn2c(nc3c2c(=O)[nH]c(=O)n3C)O1 (configuration not stated)	12	-3	91	-4	56	-4	0	1.1	-13
Cc1ccc(-n2nc3c(=O)n(CCCC(=O)NCc4ccccc4C)nc(C)c3c2C)cc1	6	-10	102	0	32	-1	5	-0.1	17
Cc1cccc(C)c1-n1nnnc1C1(Nc2ccccc2)CCCCC1	-3	0	·	2	7	1	-2	-1.5	13
CC(OC(=O)c1ccncc1)C(=O)NC1CCCC1 (configuration not stated)	2	5	102	1	16	2	-3	-0.7	20
Cn1nc(-c2ccccc2)cc1NC(=O)CCCC(=O)O	-22	-2	94	-5	12	1	-2	2.9	7
O=C1NC2(CCCCO2)CO1 (configuration not stated)	0	0	104	3	10	1	-6	-2.1	-5
CC(=O)Nc1ccc(/C=C/c2nc(-c3ccccc3O)n[nH]2)cc1	-5	-6	104	4	37	6	-9	0.7	2
CCOP(=O)(OCC)/C(C#N)=C/c1cc(OC)ccc1OC	0	-1	107	1	38	·	-7	-1.6	11
CN=c1scc(-c2c[nH]c3ccccc23)n1C	-3	-10	117	1	-21	·	-6	17	-69
C=C(c1ccccc1)c1ccc(N(C)C)cc1	-4	-2	106	5	28	-5	-7	0.2	14
Cc1ccc(S(=O)(=O)N2CCOCC2)cc1NC(=O)COC(=O)c1ccc2c(c1)OCCO2	-5	4	92	0	36	2	-3	-1.5	10

An excerpt from further up:
compound	CHRM4 PAM	p-CIP stab down	MEKK3 PB1 HTS	IDE act	PHOSPHO1 inh	IDE cell inh	GalR3 antagonist	CRFR2-BP ag	CRFBP-R2 block
CN=c1scc(-c2c[nH]c3ccccc23)n1C	-3	-10	117	1	-21	·	-6	17	-69
C=C(c1ccccc1)c1ccc(N(C)C)cc1	-4	-2	106	5	28	-5	-7	0.2	14
Cc1ccc(S(=O)(=O)N2CCOCC2)cc1NC(=O)COC(=O)c1ccc2c(c1)OCCO2	-5	4	92	0	36	2	-3	-1.5	10

Other compounds follow:
compound	CHRM4 PAM	p-CIP stab down	MEKK3 PB1 HTS	IDE act	PHOSPHO1 inh	IDE cell inh	GalR3 antagonist	CRFR2-BP ag	CRFBP-R2 block
O=C(O)C(NS(=O)(=O)c1ccc(F)cc1)c1ccccc1 (configuration not stated)	6	-13	99	9	38	-1	3	-0.5	-3
CC(=O)N1CCN(c2ccc(NC(=O)c3ccc([N+](=O)[O-])cc3Cl)cc2)CC1	-7	-9	110	0	14	2	-1	-1.9	2
CCOC(=O)C1=C(C)N=c2s/c(=C/c3ccccc3)c(=O)n2C1c1ccc(OC)c(OC)c1 (configuration not stated)	12	4	96	4	-13	-4	0	6.3	-11
CN1CCN(c2cc(=O)n(Cc3ccc(F)cc3)c(=O)[nH]2)CC1	1	-11	105	3	14	1	·	4.4	-4
O=C(COC(=O)c1cnccn1)Nc1cc(S(=O)(=O)N2CCOCC2)ccc1Cl	1	·	·	3	·	5	-6	-1.0	18
Cc1ccc(NC(=O)C(=O)NCC2OCCc3ccccc32)cc1 (configuration not stated)	0	-18	106	0	40	-5	-7	0.2	5
CC(=O)N1CCC(N(CCN2CCOCC2)C(=S)Nc2c(C)cccc2C)CC1	-3	-6	104	4	-4	0	-2	1.1	-2
COc1cc(NC(=O)C2C3C=CC(C3)C2C(=O)O)c(OC)cc1Cl (configuration not stated)	0	7	98	4	-1	4	-8	-0.1	4
CC(C)N1CCN(Cc2nc(-c3ccccc3)cs2)CC1CCO (configuration not stated)	5	-3	101	4	54	0	-1	-2.6	82*
O=C(NCc1ccco1)Nc1ccc2nsnc2c1	1	-17	105	3	-11	-3	2	1.3	6
O=C(COC(=O)c1ccc(CO)cc1)Nc1ccc2ccccc2c1	1	·	·	0	·	-1	-1	-0.7	4
COc1ccc(OC)c(/C=C2\Oc3cc(OCC(=O)N4CC(O)C[C@H]4C(=O)O)ccc3C2=O)c1 (some centres not stated)	-7	0	104	-6	13	9	-5	5.9	-16
COc1ccc(-c2cc(-c3ccc(OC)cc3)[nH]n2)cc1	-5	-7	103	-2	-7	12	-4	6.6	-79
CCCCOc1ccc(C(=O)NCCc2cccs2)cc1	-6	-18	73	1	20	5	·	·	·
CC(C)CN1C(=O)/C(=C/c2cccs2)NC1=S	7	-9	81	1	-17	-1	-3	1.4	-30
O=S(=O)(c1ccc(F)cc1)N1CCN(S(=O)(=O)c2cccs2)CC1	0	-18	101	1	-2	3	2	0.4	-8
CC1=C([N+](=O)[O-])C(c2cccc(Br)c2)C2=C(N1)c1ccccc1C2=O (configuration not stated)	1	-2	104	8	3	0	-6	-0.9	-5
O=C1CSC(c2cn(-c3ccccc3)nc2-c2cccs2)N1Cc1ccccc1 (configuration not stated)	·	-2	·	·	-3	4	-2	·	·
COc1ccc(-c2ccc(SCC(=O)Nc3cc(C)on3)nn2)cc1OC	14	-4	100	0	34	8	-10	0.4	3
CCCNC(=O)C1CCN(c2cc(-c3ccccc3)nc3ncnn23)CC1	0	0	107	4	-12	2	-3	1.6	4
CC(=O)N1c2ccc(S(=O)(=O)N3CCC(C(=O)Nc4cccc(C(F)(F)F)c4)CC3)cc2CC1C (configuration not stated)	-6	-25	101	-2	34	10	-9	0.6	13
O=C(CCCCCN1C(=O)c2ccccc2C1=O)Nc1ccc(F)cc1	13	-9	131*	4	2	10	-7	0.9	-5
O=C(CNC(=O)c1cccc(Br)c1)N/N=C/c1cn[nH]c1-c1ccccc1	3	-5	94	-18	0	13	-3	3.7	1
Cc1ccc(SCC(=O)OCC(=O)NCc2ccco2)cc1	20	·	·	3	·	-3	1	16	-31
COc1ccc(S(=O)(=O)N2CCN(CCCOc3ccc(F)cc3)CC2)cc1OC	-4	0	99	4	35	2	-9	0.3	-1
COc1ccccc1C(=O)OCC(=O)Nc1cc(S(=O)(=O)N2CCOCC2)ccc1N1CCCC1	-8	4	93	1	17	-3	7	-1.9	10
Cc1ccc(C(C)(C)C)cc1S(=O)(=O)N1CCC(C(=O)N2CCN(c3ccc(O)cc3)CC2)CC1	-5	·	·	1	·	1	-2	-3.0	-14
Cc1c(NS(=O)(=O)c2ccc(C(=O)NCc3ccccc3)cc2)c(=O)n(-c2ccccc2)n1C	6	4	102	6	20	0	-1	-3.0	14
CC[C@@H](C)[C@@H]1CN([C@@H](CN2CCC[C@H]2CN2C(N)=NC[C@H]2C(C)C)C(C)C)C(=N)N1CCc1ccc(Cl)c(Cl)c1	-12	·	·	6	·	6	·	0.0	10
CC(=O)Nc1ccc(S(=O)(=O)NC2(C(F)(F)F)C(=O)Nc3c2c(=O)[nH]c(=O)n3Cc2cccnc2)cc1 (configuration not stated)	0	5	106	2	44	1	-5	1.9	-27
CCOCCCNCc1ccc(OCc2ccccc2Cl)cc1	-13	-4	95	2	16	-3	-8	2.2	-26
COc1cccc(C(=O)OCC(=O)N2CCc3ccccc3C2)c1	1	·	·	1	·	2	-6	-3.0	7
COc1cccc(N2CCN(Cc3cccnc3)CC2)c1	9	1	96	1	1	-1	-6	0.2	14
COc1ccc(N2CCN(C(=O)C3CCN(S(=O)(=O)c4c(C)noc4/C=C/N(C)C)CC3)CC2)cc1	-4	-3	102	-3	45	7	8	-0.1	-15
COc1cc2c(OC)cccc2cc1C(=O)O	8	0	104	6	-48	2	1	3.9	-16
CC1CCN(Cc2cc(=O)oc3ccc(C(C)C)cc23)CC1	-5	5	105	1	44	-3	-11	-4.2	26
CCOC(=O)c1c(C)[nH]c(C(=O)CN2C(=O)NC(C)(c3ccc(C)cc3)C2=O)c1C (configuration not stated)	9	-6	97	5	27	1	-2	16	-64
